Screens (PubChem)
AmpC inh no detg: blocks E. coli AmpC beta-lactamase in detergent-free assay | AmpC nitrocefin hydrolysis, absorbance 480 nm, 0.0001% Triton | Potency, µM (highest dose often 57.1 µM), inactives show at the highest dose activity change, negative = inhibition, actives largely listed as inhibitors | hit rate 0.52% among 330,000;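 note: potency is the fitted concentration of half-maximal effect; plate controls were no compound for no effect and no enzyme for full effect; nearly all actives have a fitted effect of over 20% in size; some results filed as inactive show a strong effect at the top dose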
Target sequence (P00811 whole entry, looked up): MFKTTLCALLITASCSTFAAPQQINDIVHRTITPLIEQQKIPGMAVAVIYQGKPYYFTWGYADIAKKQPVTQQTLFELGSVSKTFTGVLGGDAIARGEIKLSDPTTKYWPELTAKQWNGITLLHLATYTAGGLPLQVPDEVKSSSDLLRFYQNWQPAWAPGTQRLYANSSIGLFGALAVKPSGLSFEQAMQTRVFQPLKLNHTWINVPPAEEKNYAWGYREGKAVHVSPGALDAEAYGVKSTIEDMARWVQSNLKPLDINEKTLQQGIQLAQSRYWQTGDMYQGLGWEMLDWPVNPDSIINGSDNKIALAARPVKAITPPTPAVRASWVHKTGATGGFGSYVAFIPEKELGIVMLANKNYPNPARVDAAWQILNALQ
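20 mM phosphate pH 7.0 + 0.01% (detergent screen) or 0.0001% Triton X-100; 5.3 nM AmpC reagent; cpd preinc 15 min RT; nitrocefin (800 uM stock) to start; A480 q20 s × 4 min; Activity was normalised to no-enzyme and no-compound control wells.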
HCMV inh: blocks human cytomegalovirus replication; HFF cells, HCMV-luciferase reporter, 72 h; hits give low values; activity change, negative = inhibition, % at 57.5 µM; hit rate 4.5% among 410,000; in the data active = activity change below about -60%; inconclusive = no clear call, values can overlap the other calls; inactive = above about -39%
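Cell-based, HFFs, 1000 cells/well, 16 h 37C; cpds in DMSO + HCMV-luc, MOI 1 PFU/cell; 72 h 37C; OneGlo luminescence after 5 min RT; norm. to buffer vs Salinomycin 10uM.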
Giardia FBPA inh: blocks Giardia fructose-bisphosphate aldolase activity. A8B2U2. purified Giardia FBPA. Potency, µM (doses to about 59.6 µM), for the others: at the highest dose activity, negative = inhibition, hits mostly inhibitors. hit rate 0.71% among 290,000. AID 2451; note: potency is the fitted concentration of half-maximal effect; nearly all actives have a fitted effect of over 55% in size
Target sequence (A8B2U2 whole entry, looked up): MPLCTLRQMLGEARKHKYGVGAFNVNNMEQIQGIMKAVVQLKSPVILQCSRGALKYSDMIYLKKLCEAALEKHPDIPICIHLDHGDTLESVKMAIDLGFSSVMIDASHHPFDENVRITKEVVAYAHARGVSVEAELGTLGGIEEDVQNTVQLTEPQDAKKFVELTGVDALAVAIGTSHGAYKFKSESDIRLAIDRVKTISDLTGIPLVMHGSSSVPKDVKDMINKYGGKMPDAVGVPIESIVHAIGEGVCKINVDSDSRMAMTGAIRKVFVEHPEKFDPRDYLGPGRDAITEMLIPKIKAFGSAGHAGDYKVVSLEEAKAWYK
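Giardia FBPA (40 nM reagent) was preincubated 10 min at RT with compound (up to 57.5 uM final), then substrate plus GAPDH/TPI/NAD/arsenate coupling system with diaphorase/resazurin was added; resorufin fluorescence (525/598 nm) was read after 20 min.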
AMA1 RON2 block: disrupts binding of P. falciparum AMA1 to RON2; AID 720542; hit rate 0.2% among 360,000; Potency, µM (top dose mostly 58.2 µM), for inactives: at the top dose activity change, negative = inhibition, hits mostly inhibitors; AlphaScreen AMA1-biotinylated RON2 peptide binding;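 note: potency is the fitted concentration of half-maximal effect; 0% = vehicle wells and -100% = peptide control; nearly all actives have a fitted effect of over 45% in size; some results filed as inactive show a strong effect at the top dose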
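AMA1 (3D7) with his tag at 25 nM final met compounds first, then biotinylated RON2 peptide at 25 nM; detection used donor plus acceptor beads, 10 µg/mL apiece, read by AlphaScreen after 30 min at room temperature.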
Sm TGR inh: S. mansoni TGR enzyme inhibition. Q962Y6. purified TGR, DTNB reduction, TNB absorbance 405 nm. Potency, µM (titrated, usually from 114 µM), without a hit: top-dose activity change, negative = inhibition, actives largely listed as inhibitors. hit rate 3% among 360,000. AID 485364; note: potency is the fitted concentration of half-maximal effect; nearly all actives have a fitted effect of over 60% in size
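TGR 20 nM + NADPH 100 uM (dispensed conc.), cpd preinc 15 min RT; start with NADPH (500 uM addition) then DTNB (15 mM addition). Kinetic TNB absorbance, 405 nm filter. Four-parameter Hill fit across titration.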
AmpC inh detg: inhibitors of E. coli AmpC beta-lactamase with detergent. hit rate 0.041% among 370,000. AmpC hydrolysis of nitrocefin, absorbance 480 nm, 0.01% Triton. P00811. Potency, µM (doses to about 114 µM), for inactives: top-dose activity change, negative = inhibition, usual class: inhibitors;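 note: potency is the fitted concentration of half-maximal effect; 0% = no-compound wells and -100% = no-enzyme wells; nearly all actives have a fitted effect of over 25% in size; some results filed as inactive show a strong effect at the top dose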
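20 mM phosphate pH 7.0 + 0.01% (detergent screen) or 0.0001% Triton X-100; 5.3 nM AmpC reagent; cpd preinc 15 min RT; nitrocefin (800 uM stock) to start; A480 q20 s × 4 min; Activity was normalised to no-enzyme and no-compound control wells.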
The depositor's hits bear a star; ? = inconclusive; / = no result given; & = joins results of further samples; [ ] = dose if it differs, or a comment. Unless noted, calls come from the whole dose curve; as a rule, active = well fitted curve in the direction sought with a large enough effect; inconclusive = small, poorly fitted or top-dose-only effect, or another doubt; inactive = no such curve, though single readings can be large; an effect the other way counts as inactive or inconclusive. Unless noted, % is set by controls: 0 for no effect and ±100 for the full control effect.

Below each compound – Giardia FBPA inh | HCMV inh | AmpC inh no detg | AMA1 RON2 block | Sm TGR inh | AmpC inh detg
- CCc1ccc2[nH]c(=O)c(CN(CCN(C)C)C(=O)Nc3ccccc3)cc2c1
 : 10% | -21 | 56% | -4% | -4% | ?
- COc1ccc(N(CC(=O)NCC(C)C)S(=O)(=O)c2ccccc2)cc1
 : 0% | -13 | -14% | 1% | -2%[57.1 µM] | -6%
- O=C(NCc1cccs1)c1ccc(N2CCCC2=O)cc1
 : 7% | 32 | -5% | 0% | 10% | 1%
- CN(C)S(=O)(=O)c1ccc2nc(NC(=O)c3cccs3)sc2c1
 : 10% | 162 | -43% | -5% | -22% | -12%
- CS(=O)(=O)c1ccc(CNC(=O)[C@]2(C(F)(F)F)C[C@H](CCc3ccccc3)CCCO2)cc1
 : -2% | -19 | / | 14% | / | /
- CC(=Nc1ccccc1C(F)(F)F)c1ccncc1
 : 10% | 56 | -8% | -4% | 2% | 2%
- Cc1nn(Cc2ccccc2)c2c1C(c1ccncc1)C(C#N)=C(N)O2 (stereo unspecified)
 : -18% | -3 | -27% | 5% | ? | -5%
- Cc1cccc(OCC(=O)Nc2ccc(C(=O)O)cc2NC(=O)COc2cccc(C)c2)c1
 : / | -3 | -23% | -5% | 8% | -14%
- Cc1ccccc1NC(=O)c1cc(=O)c2ccccc2o1
 : 1% | -14 | -18% | -1% | 3% | 5%
- CCC(C)N(C(=O)COC(=O)c1nc2nc(C)cc(C)n2n1)C1CCS(=O)(=O)C1 (stereo unspecified)
 : / | -3 | -5% | -9% | -6% | -7%
- S=C(Nc1ccc(Oc2ccccc2)cc1)N1CCOCC1
 : 13% | -26 | -19% | 13% | -6% | -8%
- O=C(NCC1COc2ccccc2O1)c1ccc(NC(=O)C2CCCO2)cc1 (stereo unspecified)
 : 2% | 150 | -10% | 3% | -1% | 1%
- Cc1cc(C)c(NC(=O)CNC(=O)COC(=O)Cc2ccccc2C)c(C)c1
 : / | -7 | 83%[activator] | 8% | -3% | -13%
- COc1ccc(OC)c(S(=O)(=O)NCc2ccccc2)c1
 : 8% | -34 | -9% | 9% | 6% | -13%
- COc1ccc(C)cc1NC(=O)CSc1nnc2ccc(-c3cccnc3)nn12
 : / | -7 | 0% | 7% | -1% | ?
- c1cc(CNCCCN2CCOCC2)ccn1
 : -2% | 23 | -23% | 2% | -23% | 1%
- N#CC1(c2ccccc2)CCC(=O)N1Cc1ccccc1 (stereo unspecified)
 : 4% | 4 | 16% | 8% | -10% | -6%
- CCOc1ccc(CCNC(=O)COC(=O)c2cccnc2Cl)cc1OCC
 : / | 17 | -12% | -18% | 2% | ?
- C[n+]1cc(-c2ccccc2)oc1-c1ccccc1
 : -2% | 1 | -3% | 6% | ? | -1%
- Cc1ccc(CNC(=O)C2CCCN(S(=O)(=O)c3c(C)noc3/C=C/N(C)C)C2)cc1 (stereo unspecified)
 : 1% | -18 | -2% | -6% | 9% | 1%

Entries of single compounds as entered above. Values in the order: Giardia FBPA inh, HCMV inh, AmpC inh no detg, AMA1 RON2 block, Sm TGR inh, AmpC inh detg
`Cc1ccc(CNC(=O)C2CCCN(S(=O)(=O)c3c(C)noc3/C=C/N(C)C)C2)cc1` (stereo unspecified) is entered as 1%, -18, -2%, -6%, 9%, 1%
`O=C(NCC1COc2ccccc2O1)c1ccc(NC(=O)C2CCCO2)cc1` (stereo unspecified) is entered as 2%, 150, -10%, 3%, -1%, 1%
`CS(=O)(=O)c1ccc(CNC(=O)[C@]2(C(F)(F)F)C[C@H](CCc3ccccc3)CCCO2)cc1` is entered as -2%, -19, /, 14%, /, /
`O=C(NCc1cccs1)c1ccc(N2CCCC2=O)cc1` is entered as 7%, 32, -5%, 0%, 10%, 1%

Carrying on:
Below each compound – Giardia FBPA inh | HCMV inh | AmpC inh no detg | AMA1 RON2 block | Sm TGR inh | AmpC inh detg
- Cc1c(Cl)cccc1Nc1ncccc1C(=O)O
 : -2% | ? | -38% | 9%&-7% | -12% | -8%
- O=C(COC(=O)/C=C/c1ccc(F)cc1)NC1CCCC1
 : / | -20 | -12% | 13% | 5% | -19%
- O=C(NC(=S)NC1CCCc2ccccc21)c1ccco1 (stereo unspecified)
 : -14% | -27 | -19% | 2% | ? | 3%
- COc1ccc(-c2c(C)c3ccc(O)c(CN4CCCC4)c3oc2=O)cc1
 : / | 3 | / | / | 4% | 4%
- COc1cc(C2CC(=O)Nc3cc(C)c(C)cc32)cc(OC)c1OC (stereo unspecified)
 : 3% | -1 | 7% | 0% | 5% | 9%
- COc1ccc(CN(C)S(=O)(=O)c2nnc(NC(=O)c3cccc(F)c3)s2)cc1OC
 : -25% | 41 | -42% | -11% | 0% | 6%
- C=CCCC(=O)N1CCCC(C(=O)c2cccc(OC)c2)C1 (stereo unspecified)
 : 9% | -24 | -4% | 6% | 4% | -4%
- O=C(COC(=O)CCC(=O)c1ccccc1)NCCc1ccccc1
 : / | -26 | -5% | -2% | -16% | ?
- COc1ccc(NC(=O)CSc2ccc3nc(-c4ccccc4)cn3n2)cc1OC
 : / | 39 | / | / | 21% | 0%
- Cc1ccc(/C=C/C(=O)NCc2cccs2)c(C)c1
 : ? | 95 | -22% | 27% | 17% | 4%
- CCOc1c2ccc(C(=O)NC3CCCc4ccccc43)cc2nn1C (stereo unspecified)
 : 2% | ? | 12% | -5% | -24% | 4%
- COc1ccc2cc(C(=O)C3CCCN(C(=O)C4=NN(C)C(=O)CC4)C3)ccc2c1 (stereo unspecified)
 : / | -27 | 146%[activator] | -6% | 2% | -4%
- CCc1cccc(N(C(=O)c2csnn2)C(C(=O)NC2CCCCC2)c2ccncc2)c1 (stereo unspecified)
 : -8% | -16 | 19% | 0% | 3% | -4%
- O=C(CCCN1C(=O)c2ccccc2C1=O)Nc1nc2ccccc2[nH]1
 : -4% | 0 | -25% | 9% | 10% | -7%
- C=C[C@@H]1c2cccc(C)c2N(S(=O)(=O)c2ccc(C)cc2)[C@H](c2ccc(OC(C)=O)cc2)C1(C#N)C#N
 : / | -79* | -20% | 0% | / | /
- CC1(c2ccc(Cl)cc2)NC(=O)N(CC(=O)c2ccc3c(c2)OCO3)C1=O (stereo unspecified)
 : / | -19 | -30% | -4% | 2% | 0%
- CCCCN(CC(=O)Nc1cccc(S(=O)(=O)N2CCCC2)c1)Cc1nc2ccccc2c(=O)[nH]1
 : / | -27 | 0% | 87%[activator] | 22µM* | ?
- Cc1nnc(-c2ccccc2)nc1N(C)C
 : 3% | -6 | 0% | 13% | / | 4%
- COc1cccc(N2CCN(c3ncc4c(n3)CCN(Cc3ccc(Br)cc3)C4)CC2)c1
 : / | ? | / | / | 3% | 10%
- COC(=O)c1c(C)oc2ccc(N(C(=O)Oc3ccccc3)S(=O)(=O)c3ccc(C(C)(C)C)cc3)cc12
 : / | -33 | / | / | -1% | 5%

In another format: results already given
CCc1ccc2[nH]c(=O)c(CN(CCN(C)C)C(=O)Nc3ccccc3)cc2c1
  Giardia FBPA inh = 10%
  HCMV inh = -21
  AmpC inh no detg = 56%
  AMA1 RON2 block = -4%
  Sm TGR inh = -4%
  AmpC inh detg = ?

COc1ccc(N(CC(=O)NCC(C)C)S(=O)(=O)c2ccccc2)cc1
  Giardia FBPA inh = 0%
  HCMV inh = -13
  AmpC inh no detg = -14%
  AMA1 RON2 block = 1%
  Sm TGR inh = -2%[57.1 µM]
  AmpC inh detg = -6%

O=C(NCc1cccs1)c1ccc(N2CCCC2=O)cc1
  Giardia FBPA inh = 7%
  HCMV inh = 32
  AmpC inh no detg = -5%
  AMA1 RON2 block = 0%
  Sm TGR inh = 10%
  AmpC inh detg = 1%

CN(C)S(=O)(=O)c1ccc2nc(NC(=O)c3cccs3)sc2c1
  Giardia FBPA inh = 10%
  HCMV inh = 162
  AmpC inh no detg = -43%
  AMA1 RON2 block = -5%
  Sm TGR inh = -22%
  AmpC inh detg = -12%

Later entries
Below each compound – Giardia FBPA inh | HCMV inh | AmpC inh no detg | AMA1 RON2 block | Sm TGR inh | AmpC inh detg
- CC1CCCCN1C(=O)CSc1nc(N)cc(=O)[nH]1 (stereo unspecified)
 : 0% | -27 | -16% | 0% | -9% | 3%
- CCOc1ccc(C2C(C(=O)Nc3ccc(Cl)cc3)=C(C)Nc3nc(C(F)(F)F)nn32)cc1 (stereo unspecified)
 : / | -84* | / | / | -2% | -3%
- O=C(COC(=O)CNS(=O)(=O)c1ccccc1)Nc1ncc(Cl)cc1Cl
 : / | 10 | -20% | -10% | -13% | -18%
- CCN(CC)C(=O)c1cc(-c2ccccc2OC)on1
 : 9% | 56 | 3% | 5% | -24% | 4%
- COc1cc(NC(=O)CN(C)S(=O)(=O)c2ccc(C)cc2)cc(OC)c1
 : -6% | 14 | -14% | 40%[activator] | -3% | ?
- Cc1ccc(-n2ncc(C(=O)NCc3cccs3)c2C2CCN(C(=O)OC(C)(C)C)CC2)c(C)c1
 : / | -25 | / | / | -10% | 0%
- COc1ccc(-c2nc(-c3ccccc3)nc(Cl)c2C#N)cc1
 : -14% | -15 | -19% | -8% | 0% | 0%
- CC(C)(C)c1ccc(Cn2cnc(-c3ccc([N+](=O)[O-])cc3)c2)cc1
 : -15% | 56 | -12% | -28% | -7% | -11%
- Cc1ccc(NC(=S)NNc2ccc([N+](=O)[O-])cc2S(=O)(=O)Nc2ccccc2C(=O)O)cc1C
 : 0% | -33 | -33% | 3% | -19% | -2%
- COc1ccc(CCN(Cc2cc3cc(C)c(C)cc3nc2Cl)C(=O)C2CC2)cc1
 : 3% | -39 | -5% | 0% | -20% | -6%
- CC1CCCN(S(=O)(=O)c2ccc(NC(=O)c3nc(SC(C)C)ncc3Cl)cc2)C1 (stereo unspecified)
 : / | -17 | / | / | 3% | -8%
- CCOC(=O)c1cncc(C#CCOC(=O)Nc2ccc(OC(F)(F)F)cc2)c1
 : 0% | 39 | -6% | -9% | 11% | 4%
- O=C1C=C(c2ccccc2)OC(c2ccccc2)O1 (stereo unspecified)
 : -6% | -38 | -24% | 4% | 6% | -3%
- COc1ccc(C2c3c(oc4cc(C)cc(C)c4c3=O)C(=O)N2Cc2ccco2)cc1OC (stereo unspecified)
 : / | -2 | / | / | 4% | 11%
- O=C1CCCc2oc3c(cc(NS(=O)(=O)c4ccc5c6c(cccc46)C(=O)N5)c4ccccc43)c21
 : ? | ? | 37% | -15% | -4% | -7%
- COc1ccc2c(Sc3ccccc3)c(C(=O)NCC(C)c3ccccc3)[nH]c2c1 (stereo unspecified)
 : / | -10 | / | / | -10% | -3%
- COc1ccc(C(=O)NCc2nnc(SCC(=O)NCc3ccco3)o2)cc1
 : 1% | -25 | -1% | 2% | -27% | ?
- COc1ccc(/C=N/n2c(-c3ccc(C)cc3)n[nH]c2=S)cc1OC
 : 4% | 25 | -42% | 94%[activator] | 1% | 2%
- COc1ccc(CN(C(=O)c2oc3ccccc3c2C)C2CCS(=O)(=O)C2)cc1OC (stereo unspecified)
 : -4% | -17 | 143%[activator] | -8% | 58%[activator] | 2%
- COc1cccc(C(=O)CSc2nnc(COc3cccc4cccnc34)o2)c1
 : ? | 0 | 10% | 50%[activator] | -5% | ?
